Compound activity from PubChem BioAssay.
AHR act – activates the human aryl hydrocarbon receptor. P35869. AHR-responsive luciferase reporter cells, luminescence. activation, % at 5 µM. 320,000 compounds, 2.5% hits; in the data active = activation above about 47%;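 also: 0% = vehicle wells and 100% = reference agonist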
proCasp7 act – counter-screen for procaspase-3 activators: activators of human procaspase-7. 330,000 compounds, 0.093% hits. activation, % at 8.5 µM. P55210. recombinant procaspase-7, Ac-DEVD-pNA absorbance 405 nm; D23A/D198A/D206A triple mutant, cannot self-cleave; scale: DMSO 0, 5 µM enzyme 100;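 active = percent activation above the screen-wide mean plus 3 SD, cut at about 25% in these data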
Target sequence (P55210 whole entry D23A/D198A/D206A): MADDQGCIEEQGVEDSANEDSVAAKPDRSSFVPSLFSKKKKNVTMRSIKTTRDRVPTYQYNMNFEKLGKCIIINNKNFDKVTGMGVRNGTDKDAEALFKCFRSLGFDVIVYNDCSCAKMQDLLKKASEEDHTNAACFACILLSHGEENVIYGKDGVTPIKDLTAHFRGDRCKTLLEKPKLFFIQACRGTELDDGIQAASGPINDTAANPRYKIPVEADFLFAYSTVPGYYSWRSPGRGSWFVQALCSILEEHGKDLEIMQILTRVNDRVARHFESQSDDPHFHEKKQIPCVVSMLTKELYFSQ
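Assay system: Uncleavable procaspase-7 mutant enzyme / Input: 2 µM procaspase-7 mutant as dispensed / Dosing: single nominal 8.5 µM compound dose, 0.8% DMSO final / Timing: 1 h enzyme–compound preincubation and 2 h substrate reaction, both 25 °C / Detection: p-Nitroaniline absorbance at 405 nm, read at 0 and 120 min / Replication: singlicate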
RPL19A-GFP yeast – alters RPL19A-GFP fluorescence in TOR pathway yeast screen | percent response vs DMSO, % at 10 µM | S. cerevisiae RPL19A-GFP strain, flow cytometry, 3 h; hits give low values | AID 2025 | 330,000 compounds, 0.3% hits;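 active = percent response vs DMSO below 50%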;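 also: median channel GFP fluorescence of the barcoded RPL19A-GFP strain; ratio of sample median GFP to plate DMSO average so 100% = DMSO; lower means less RPL19A-GFP as with rapamycin TOR inhibition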
CIT2 TOR yeast – yeast TOR pathway CIT2-GFP modulation. S. cerevisiae CIT2-GFP strain, flow cytometry, 3 h; 100 means same as DMSO wells. GFP response vs DMSO, % at 10 µM. 320,000 compounds, 0.065% hits. AID 2029;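 active = GFP response relative to DMSO above a set limit, near the screen mean plus 3 SD, cut at about 150% in these data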;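 also: ratio of well median GFP fluorescence to mean of DMSO wells on the plate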
LAP4-GFP MLPCN – modulators of TOR pathway LAP4-GFP in S. cerevisiae | GFP response vs DMSO, % at 10 µM | 320,000 compounds, 0.34% hits | S. cerevisiae LAP4-GFP multiplex, flow cytometry GFP, 3 h; median GFP as percent of DMSO wells;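 active = GFP response vs DMSO above a set limit, about the screen mean plus 3 SD, cut at about 150% in these data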
procasp3 activ – activates human procaspase-3 | 330,000 compounds, 0.11% hits | P42574 | activation, % at 8.5 µM | recombinant procaspase-3 D3A, Ac-DEVD-pNA absorbance 405 nm;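 active = activation above the mean of all tested compounds plus 3 SD, cut at about 21% in these data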;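 also: 0% = DMSO alone and 100% = DMSO wells spiked with extra 5 µM PC-3 D3A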
Target sequence (P42574 whole entry D9A/D28A/D175A): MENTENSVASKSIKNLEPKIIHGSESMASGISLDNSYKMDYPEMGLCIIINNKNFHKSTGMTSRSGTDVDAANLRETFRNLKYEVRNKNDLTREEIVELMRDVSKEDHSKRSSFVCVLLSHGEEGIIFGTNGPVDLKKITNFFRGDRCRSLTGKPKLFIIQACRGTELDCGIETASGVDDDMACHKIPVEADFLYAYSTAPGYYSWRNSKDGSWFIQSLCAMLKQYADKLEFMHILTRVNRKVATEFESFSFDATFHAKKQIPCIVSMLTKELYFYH
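Technique: 405 nm absorbance of p-nitroaniline, reads at 0 and 120 min; Test system: Procaspase-3 D3A mutant; Incubation: 1 h enzyme-compound preincubation, then 2 h substrate reaction, 25 °C; Repeats: singlicate, each compound tested once; Benchmarks: low control DMSO wells, high control DMSO plus 5 µM PC-3 D3A.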
MEP2-GFP yeast – yeast TOR pathway MEP2-GFP modulation | S. cerevisiae MEP2-GFP strain, flow cytometry GFP, 3 h; 100% = DMSO control level | 330,000 compounds, 0.51% hits | GFP response vs DMSO, % at 10 µM | AID 2016;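 active = GFP response versus DMSO above a set limit, roughly screen mean plus 3 SD, cut at about 180% in these data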;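 also: median GFP fluorescence of the barcode-gated MEP2-GFP cells per well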
AGP1-GFP MLPCN – yeast TOR pathway AGP1-GFP modulation. S. cerevisiae AGP1-GFP multiplex flow cytometry, 3 h; GFP as percent of DMSO wells. 320,000 compounds, 0.02% hits. AID 2066. GFP response vs DMSO, % at 10 µM;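 active = GFP response relative to DMSO above a set limit, near screen average plus 3 SD, cut at about 150% in these data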;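 also: median GFP channel fluorescence of the gated AGP1 strain per well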
Active calls of the source: *; x = not tested or not shown.

SMILES	AHR act	proCasp7 act	RPL19A-GFP yeast	CIT2 TOR yeast	LAP4-GFP MLPCN	procasp3 activ	MEP2-GFP yeast	AGP1-GFP MLPCN
Cc1cc(C)nc(SCCC(=O)N(C)C)n1	2	-11	98	98	x	-11	101	104
CC(C)[C@@H]1NC(=O)c2cc([N+](=O)[O-])cc(I)c2NCCC[C@@H](C(N)=O)NC(=O)[C@H](CO)NC1=O	-3	-7	101	109	125	-4	92	89
Cc1ccn2c(NCc3ccc4c(c3)OCO4)c(-c3ccc(O)cc3)nc2c1	66*	-2	100	99	99	5	106	102
Cn1nnc2cc(NC(=O)Nc3cccc(C(F)(F)F)c3)ccc21	-2	2	108	101	92	2	97	101
COc1ccc(OC)c(NC(=O)C2CCN(S(=O)(=O)c3c(C)noc3C)CC2)c1	9	5	87	100	81	0	97	x
O=C(CSc1n[nH]c(-c2ccco2)n1)Nc1ccccc1	1	9	86	87	87	-8	84	94
Cn1nccc1C(=O)N1CCc2c([nH]c3ccccc23)C1c1ccc(F)cc1 (stereo unspecified)	15	-5	93	87	96	-7	91	95
O=C(O)CCSc1nnc(-c2ccc3c(c2)OCO3)o1	-5	7	102	94	98	6	100	101
C=CCNC(=O)CC(=O)N/N=C/c1cccs1	4	2	90	96	95	-3	97	92
CCC(CC)C(=O)Nc1cccc(C(=O)Nc2ccc(OC)cc2[N+](=O)[O-])c1	-4	-8	95	96	105	-7	108	105
O=S(=O)(NCc1ccco1)c1cccc2cccnc12	6	-20	98	119	100	-14	105	97
CC(C)C1/C(=N/O)CC(c2ccccc2)NC1c1ccccc1 (stereo unspecified)	-1	2	97	98	110	-6	97	109
O=C(N/N=C/c1cccc([N+](=O)[O-])c1)c1cc[n+](CCO)cc1	9	0	103	107	93	1	102	95
O=C(N1CCN(c2ccccc2)CC1)C(F)(F)C(F)(F)F	-1	6	106	110	118	3	110	109
O=C(COC(=O)c1cc(-c2cccs2)nn1-c1ccccc1)Nc1ccc(F)c([N+](=O)[O-])c1	1	0	109	104	97	5	109	102
CCOc1ccc(NS(=O)(=O)c2ccc3[nH]cc(C(=O)NCC4CCCO4)c(=O)c3c2)cc1 (stereo unspecified)	7	-3	101	97	107	2	96	103
CC(=O)NCCC(=O)N(Cc1ccccc1)c1nc2c(C)cccc2s1	2	-13	100	96	95	5	99	95
CC(=O)OC1CC(n2ccc(NC(=O)c3ccccc3)nc2=O)OC1CO (stereo unspecified)	2	7	102	111	114	1	114	108
COc1ccccc1C(=O)OCC(=O)c1ccc(CNC(C)=O)s1	0	5	97	95	93	-9	95	96
CN1CCN(NC(=O)c2ccccc2F)CC1	6	1	x	95	95	-5	102	97
Cc1occc1C(=O)O/N=C(\N)c1ccc(Cl)cc1	26	10	98	99	127	-2	103	90
CCOC(=O)c1cccc(NC(=O)C2CCN(S(=O)(=O)c3cnc[nH]3)CC2)c1	0	2	99	95	91	4	99	96
N#C/C(=C\c1cccs1)C(=O)NCc1ccccc1	-2	2	98	105	101	0	96	102
COc1ccc(O)c(CNn2c(-c3ccc(Br)cc3)nc3ccccc3c2=O)c1	62*	-8	104	96	93	-2	98	101
CC1=C(C(=O)Nc2ccc(C)cc2C)C(c2ccc(C)o2)NC(=S)N1 (stereo unspecified)	0	-14	97	99	89	-12	96	91
COc1ccccc1CNC(=O)CN1CCN(Cc2ccc(Cl)cc2)C1=O	1	-8	85	124	95	3	119	76
Cn1c(=O)c2c(ncn2Cc2ccccc2)n(C)c1=O	2	1	110	125	127	6	99	100
COC(=O)C1=CN(C2CCCCC2)C=C(C(=O)OC)C1c1ccc2c(c1)OCO2	2	15	103	101	85	13	101	97
CN(C)S(=O)(=O)c1cccc(NC(=O)COc2ccc3ccccc3c2)c1	9	5	99	91	110	6	98	94
C=C(C)COc1ccc(-c2nc(N)ncc2Oc2ccccc2OC)c(O)c1	30	3	103	102	105	-3	104	101
CC(C)CNC(=O)C1CCN(c2ccc(S(=O)(=O)N3CCOCC3)cc2Cl)CC1	-2	7	105	102	100	-2	104	104
CN(C)C(=O)C1OC(C)(C)OC1C(=O)N(C)C (stereo unspecified)	1	9	94	100	98	2	110	99
CCOc1ccc(C(=O)Nc2ccc(NC(=O)c3cccs3)cc2)cc1[N+](=O)[O-]	0	7	106	106	90	-3	101	104
Cc1ccc(S(=O)(=O)N(C)C)cc1NC(=S)NCCCn1ccnc1	1	-2	106	108	93	-1	97	94
CCOC(=O)CSc1nnc(-c2ccco2)n1C	0	7	103	104	101	-1	101	101
Cc1cc(N2CCN(c3nc(-c4ccccc4)cs3)CC2)c2ccccc2n1	3	1	98	99	102	5	99	102
CCOC(=O)c1ccc(N2C(=O)CC(Nc3ccc(CCO)cc3)C2=O)cc1 (stereo unspecified)	-2	-2	106	130	116	4	114	112
CCCCN(C(=O)c1ccc([N+](=O)[O-])o1)c1c(N)n(CC(C)C)c(=O)[nH]c1=O	11	-1	93	96	95	-7	96	95
COc1ccc(/C(N)=N/OC(=O)c2ccc(C)c([N+](=O)[O-])c2)cc1OC	1	8	108	110	118	9	107	107
COc1ccc(OC)c(CNC(=O)C2CCCN(S(=O)(=O)N3CC(C)CC(C)C3)C2)c1 (stereo unspecified)	10	2	101	104	104	4	108	104
Cc1nnc(SCc2ccon2)n1-c1ccccc1	1	10	97	97	93	-7	94	101
Cc1noc(C)c1S(=O)(=O)N1CCCC(C(=O)NCCc2ccccc2)C1 (stereo unspecified)	3	6	102	94	106	9	104	106
O=[N+]([O-])c1ccc(OCCOCCOc2ccc([N+](=O)[O-])cc2)cc1	-2	1	97	97	94	6	100	99
O=C(CN1CCN(c2ccccn2)CC1)Nc1nc2ccccc2s1	7	8	105	105	92	2	100	103
CCOC(=O)c1ccc(NC(=O)c2nc[nH]c2C(=O)NCCCNC(=O)c2[nH]cnc2C(=O)Nc2ccc(C(=O)OCC)cc2)cc1	2	9	92	101	101	2	87	98
O=C(CCS(=O)(=O)c1ccccc1)Nc1ccc(-c2nc3ccccc3s2)cc1	7	-3	110	100	92	2	99	99
CC(C)(C)C(CN1CCCC1)OC(=O)c1ccccc1 (stereo unspecified)	0	0	104	103	82	7	109	94
CCOC(=O)c1cc2sccc2n1CC(=O)OC(C)C	0	6	103	99	106	-7	116	102
O=C(CSc1nc(=O)n(CCCN2CCOCC2)c2c1CCCC2)Nc1ccc(F)cc1	-4	10	96	96	104	2	91	101
Cc1cc(C)nc(SCC(=O)O)n1	2	-1	87	96	89	2	90	91

Seven entries picked at random from those above, as already listed:
SMILES	AHR act	proCasp7 act	RPL19A-GFP yeast	CIT2 TOR yeast	LAP4-GFP MLPCN	procasp3 activ	MEP2-GFP yeast	AGP1-GFP MLPCN
CC(C)(C)C(CN1CCCC1)OC(=O)c1ccccc1 (stereo unspecified)	0	0	104	103	82	7	109	94
O=C(CCS(=O)(=O)c1ccccc1)Nc1ccc(-c2nc3ccccc3s2)cc1	7	-3	110	100	92	2	99	99
Cc1noc(C)c1S(=O)(=O)N1CCCC(C(=O)NCCc2ccccc2)C1 (stereo unspecified)	3	6	102	94	106	9	104	106
O=C(CSc1nc(=O)n(CCCN2CCOCC2)c2c1CCCC2)Nc1ccc(F)cc1	-4	10	96	96	104	2	91	101
O=C(CN1CCN(c2ccccn2)CC1)Nc1nc2ccccc2s1	7	8	105	105	92	2	100	103
CCOC(=O)c1cc2sccc2n1CC(=O)OC(C)C	0	6	103	99	106	-7	116	102
Cc1cc(C)nc(SCC(=O)O)n1	2	-1	87	96	89	2	90	91

Carrying on.
SMILES	AHR act	proCasp7 act	RPL19A-GFP yeast	CIT2 TOR yeast	LAP4-GFP MLPCN	procasp3 activ	MEP2-GFP yeast	AGP1-GFP MLPCN
N#Cc1ccc(OCC(=O)NNC(=O)C2CCCCC2)cc1	1	-5	106	99	101	-5	103	99
CC(=O)c1ccc(OCc2cc(C(=O)NCCn3nc(C)cc3C)no2)cc1	5	5	96	106	101	-2	99	93
CCN(Cc1ccccc1)C(=O)COc1cc(=O)n(CC)c2ccccc12	21	2	96	101	95	0	101	101
CC(C)(C)C(=O)NC(=S)Nc1ccc(Cc2ccncc2)cc1	2	-2	92	94	81	-2	105	85
COC(=O)[C@@]12CCCCN1[C@H](c1ccc(-c3ccc(F)cc3)cc1)[C@H]1C(=O)N(C)C(=O)[C@H]12	-2	-25	101	102	97	-3	100	107
O=C(O)c1cccc(CSc2ncccn2)c1	1	5	98	98	96	-1	101	107
CCN(CC)S(=O)(=O)c1ccc2c(c1)nc(SCC(=O)N1CCCCCC1)n2-c1ccc(OC)cc1	0	-6	103	102	96	2	100	112
Cc1cccc(-n2c(-c3ccncc3)n[nH]c2=S)c1C	0	-20	104	94	107	-3	93	98
Cc1cc(/C=N/N2CCN(C)CC2)c(C)n1-c1ccc(Cl)cc1	8	6	98	98	101	-7	102	105
Cc1ccc(S(=O)(=O)N2[C@@H](c3ccc(Br)cc3)C(C(=O)O)=CC[C@H]2c2ccc(Cl)cc2)cc1	-1	-3	102	98	99	0	101	102
CC(=O)c1nnn(-c2ccc(Cl)cc2C#N)c1C	0	-1	93	98	97	7	91	96
Cc1cc(OC(=O)c2ccco2)c2c(C)cc(=O)oc2c1	0	7	111	106	117	-8	105	108
Cc1ccc(C(=O)c2ccc(C(F)(F)F)cc2)cc1	-1	9	95	106	106	-2	112	102
CCCNC(=O)c1cccc(Cn2nc(C)c(Br)c2C)c1	-1	-7	97	101	102	-9	99	98
Cc1ccc(F)cc1NC(=O)C1C2CCC(O2)C1C(=O)O (stereo unspecified)	0	0	108	109	98	-6	111	103
O/N=C(/CCc1ccccc1)C1(O)CCCCC1	1	3	98	91	110	-6	97	100
COc1ccc(NC(=O)CC2C(=O)N(Cc3cccs3)C(=S)N2C(C)C)cc1 (stereo unspecified)	5	-3	98	102	109	9	97	104
CCCCCC(=O)N1CCN(CCN=CC2=C(O)CC(c3ccc(OC)c(OC)c3)CC2=O)CC1 (stereo unspecified)	0	9	95	100	92	5	98	92
C=CCc1c(OC(C)=O)c2ccccc2n(C)c1=O	0	-1	103	102	103	-1	107	105
NS(=O)(=O)c1ccc(CNC(=O)CCCSc2ccccc2)cc1	0	3	95	88	77	10	100	92
CCN(CC)S(=O)(=O)c1ccc2c(c1)nc(-c1ccccn1)n2C	15	-10	102	96	104	3	101	105
CC1CN(S(=O)(=O)c2cccc(C(=O)N3CCC(C(N)=O)CC3)c2)CC(C)O1 (stereo unspecified)	1	0	97	105	94	4	101	96
CCOc1ccc(CCNC(=O)c2nn(C)c3c2CS(=O)(=O)c2ccccc2-3)cc1	6	7	98	95	115	-2	96	100
CCOC(=O)c1c(NC(=O)Cn2cnc([N+](=O)[O-])n2)sc2c1CCC(C)C2 (stereo unspecified)	8	3	96	94	96	-4	106	98
Cc1cccc(C(=O)NCC(c2ccco2)N(C)C)c1 (stereo unspecified)	2	-7	103	99	103	4	108	110
O=C1CCCN1CC(O)CS(=O)(=O)Cc1ccc(Cl)c(Cl)c1 (stereo unspecified)	5	-7	100	99	94	1	106	101
CSc1nc2ccccc2cc1/C=C(\C#N)c1cccc(Cl)c1	9	-3	97	97	97	5	99	100
